# Autophagy HCS – modulators of autophagy; MEF GFP-LC3 puncta imaging; test concentration mostly 10 µM; calls only at 10 µM (by protocol); 190,000 tested, 0.98% active; AID 463193;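 active = percentage of spot-positive cells more than 3 SD above its plate mean, without a fluorescence outlier flag or 80% toxicity; inconclusive = no clear call, values can overlap the other calls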;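 also: spot-positive cell cutoff set from DMSO-treated cells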
# West Nile antiviral – West Nile virus antiviral activity, cell-based, CPE readout (AID 1621). 290,000 tested, 0.02% active. CPE inhibition, % at 10 µM, or IC50 in µM where a hit was titrated. West Nile virus-infected cells, CPE inhibition; higher % means a stronger effect; in the data active = a potency from the dose series; inconclusive = CPE inhibition mostly from about 3.7% at the one dose, without a potency; inactive = the rest, 99 in 100 with CPE inhibition below about 2.2%; also: strong numbers were not always called active
# WT yeast gro inh – growth inhibition of WT yeast, mitochondrial fusion screen; mitochondrial fusion phenotypic screen, WT strain; inhibition, % at 10 µM; 190,000 tested, 2.1% active; AID 1362; in the data active = inhibition above about 58%; tested in S. cerevisiae
# bCat nuc transl – beta-catenin nuclear translocation modulation; HeLa beta-catenin nuclear translocation, immunofluorescence imaging; nuclear translocation activity, % at 5 µM; 190,000 tested, 0.3% active; AID 1665;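 active = nuclear translocation activity above 50% at 5 µM, with a well cell count of 50 or more; inconclusive = wells under 50 cells across six images, flagged as toxic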;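 also: per-cell ratio of nuclear to cytoplasmic median beta-catenin stain intensity; plate controls were DMSO negative control for no effect and GSK-3 inhibitor IX positive control for full effect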
#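 Read-out: Nuclear/cytoplasmic beta-catenin signal ratio, % activation | Assay system: Human HeLa cell line | Times: 24 h compound exposure at 37°C, 5% CO2 | Signal: Fluorescence imaging of beta-catenin antibody stain plus DAPI | Dosing: 5 µM primary, 0.02–20 µM confirmation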
# Myeloid diff MLP – myeloid differentiation induction; ER-HoxA9 myeloid progenitors, lysozyme-GFP differentiation, flow cytometry; calls only at 10 µM; 360,000 tested, 1% active; AID 624256;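 active = normalized GFP-positive differentiation at or above the plate's own cutoff, the solvent-only control mean plus 3 SD; inconclusive = no clear call, values can overlap the other calls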;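 also: cells exposed to compound for four days before flow analysis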
# Ins promoter up – MIN6 insulin promoter up-regulation. z-score at 5 µM. AID 1625. MIN6 insulin promoter-GFP reporter, high-content imaging; stronger effect = higher value. 190,000 tested, 0.3% active;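 active = z-score above 3 at 5 µM with at least 500 cells counted in the well; inconclusive = wells under 500 cells, flagged as cytotoxic or low count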
# Hep lipid drop – hepatic lipid droplet formation modulation; AML12 mouse hepatocytes, oleate lipid droplets, BODIPY imaging; inhibition, % at 6.5 µM; 240,000 tested, 0.4% active; AID 1656;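 active = lipid droplet intensity inhibited by at least 50%, with more than 500 cells counted; inconclusive = wells with under 300 cells, treated as cytotoxic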
#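 Assay system: AML12 mouse liver cells | Compound: 6.5 µM single-point dosing | Schedule: Overnight exposure | Technique: Fluorescence imaging, 20x objective, two fields per well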
# T cell modulator – T cell immune modulators affecting CD8 T cell-vesicle binding; calls only at 7 µM; 330,000 tested, 0.068% active; 2C CD8+ T cell-vesicle binding, flow cytometry; stronger effect = lower value;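 active = response, share of CD8 T cells binding vesicles, and their 90th percentile fluorescence all below set limits, cut at about 80% in these data, passing the limit was not always enough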
#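 Material: murine 2C transgenic CD8+ T lymphocytes / Also added: QL9-peptide-loaded Drosophila micro-vesicles bearing Ld, ICAM-1 and B7-1 / Schedule: binding step 1.5 h, 37 °C, antibody labelling 20 min, ice / Signal: flow cytometry, PE anti-B7-1 (FL2) versus Alexa647 anti-CD8 (FL8), PFA-fixed / Evaluation: percent CD8+ FL2 mean versus row control / Benchmarks: naked versus QL9-loaded vesicles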
# MT stabilize HCS – stabilizes microtubules in HeLa cells. HeLa tubulin immunostaining HCS, 24 h; share of cells brighter than vehicle mean+2SD. % tubulin-high responders, % at 10 µM. 200,000 tested, 0.83% active. AID 2205;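 active = plate Z-score above 3 for both tubulin-high and condensed-nucleus cell shares, with cell loss under 80%, at 10 µM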;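 also: anti alpha tubulin signal scored within the nucleus-defined area of each cell; some results filed as inactive read as strong as hits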
# WT yeast gro inh mutant strain – recorded beside WT yeast gro inh, whose call it bears; inhibition, %; mitochondrial fusion phenotypic screen, mutant strain inhibition
# Ins promoter up cell count – recorded beside Ins promoter up, whose call it bears; cell count; measured here: cytotoxicity, nuclei count;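 total cells summed across four imaged fields per well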
# Hep lipid drop cells 6.5 µM – second read-out of Hep lipid drop, no call of its own (marks repeat the call); cell count; measured here: cell count, cytotoxicity flag;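 cells counted across two imaged fields per well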
# bCat nuc transl cell count 5 µM – recorded beside bCat nuc transl, whose call it bears; cell count; measured here: cell count, cytotoxicity flag
# T cell modulator vesicle-bound % – also measured in T cell modulator; calls as there; double positive events, %; measured here: CD8+ vesicle-bound cell fraction;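 binding gate set so that unloaded-vesicle control wells show 10% double positive cells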
# MT stabilize HCS Hoechst-high % – recorded beside MT stabilize HCS, whose call it bears; % Hoechst-high responders; measured here: nuclear condensation Hoechst responders;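 share of cells brighter than vehicle mean plus two SD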
# MT stabilize HCS cytotoxicity % – further read-out of MT stabilize HCS, marked with its call; toxicity, %; measured here: cytotoxicity by cell density;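 0% = mean cell density of plate MIN control wells and 100% = no cells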
# Autophagy HCS cell loss 18 h – recorded beside Autophagy HCS, whose call it bears; toxicity, %; measured here: cell loss, nuclei count;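 cell loss after 18 h compound exposure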
# Myeloid diff MLP GFP+ MAC1+ % – further read-out of Myeloid diff MLP, marked with its call; GFP+ MAC1+ double positive, %; measured here: differentiation confirmed by MAC1 staining
# * marks the source's active call; other numbers are inactive results; i = inactive; ? = inconclusive; / = not tested or not shown.
SMILES,Autophagy HCS,Autophagy HCS cell loss 18 h,West Nile antiviral,WT yeast gro inh,WT yeast gro inh mutant strain,bCat nuc transl,bCat nuc transl cell count 5 µM,Myeloid diff MLP,Myeloid diff MLP GFP+ MAC1+ %,Ins promoter up,Ins promoter up cell count,Hep lipid drop,Hep lipid drop cells 6.5 µM,T cell modulator,T cell modulator vesicle-bound %,MT stabilize HCS,MT stabilize HCS Hoechst-high %,MT stabilize HCS cytotoxicity %
N#Cc1c(-c2ccccc2)cc(-c2ccccc2)nc1SCC(=O)O,/,/,0.1%,/,/,/,/,i,0.3,/,/,2,798,i,13,/,/,/
COc1ccc(N(C(=O)c2cccnc2)S(=O)(=O)c2cccc([N+](=O)[O-])c2)cc1,i,2,-1.0%,-16,-12,0.5,1527,i,0.1,/,/,0,711,i,63,2.7,2.3,13
COc1ccc(C(=O)Nc2cccc(-c3cc4ccccc4oc3=O)c2)cc1[N+](=O)[O-],i,18,?,11,-10,1.9,518,?,/,0.96,928,-17,757,i,41,7.7,3.1,4.8
COc1cccc(CNCc2ccc(C(=O)O)cc2)c1OC,i,-38,0.9%,4,7,-0.7,962,i,0.2,0.71,1601,-24,609,i,50,1.8,1.6,2.8
Cc1ccccc1NC(=O)COc1ccc(Br)cc1CNCCCO,i,15,0.5%,4,-9,6.9,815,i,0.1,-0.5,1592,-23,635,i,36,2.3,2.0,8.8
CN(CCCNC(=O)CCC(=O)N1CCOc2ccccc21)Cc1ccccc1,/,/,-0.5%,/,/,/,/,i,2.1,/,/,8,786,i,15,/,/,/
Cc1c(C)c(C)c(S(=O)(=O)n2[nH]c(=O)c(CCO)c2C)c(C)c1C,i,-2,-0.3%,-9,5,0.4,965,i,0.3,-0.41,1576,-15,687,i,57,3.8,2.3,6.9
COc1ccc(-n2nc(C)cc2N)cc1,i,-1,1.6%,-2,-11,1.7,979,i,0.8,-0.08,1661,0,703,i,39,3.0,1.4,7.8
Nc1cc(-c2cccc(F)c2)nn1S(=O)(=O)c1cccc2nsnc12,i,-12,-0.1%,9,-3,-4.3,1206,i,1.3,-1.9,1044,-14,755,i,37,1.7,2.9,10
C=CCSc1nc2ccsc2c(=O)n1-c1ccccc1,i,4,-1.1%,-16,14,-1.0,1056,i,0.7,-0.3,1185,3,685,i,54,4.0,2.9,9.0
Cc1ccc(-n2[nH]c(C)c(/C=C3/C=Nc4ccccc43)c2=O)cc1C,i,-4,0.8%,5,2,-0.5,1149,i,0.6,/,/,4,729,i,55,1.5,0.3,27
CCOC(=O)C1=C(c2ccccc2)NC(=O)NC1c1cc(OC)c(O)c([N+](=O)[O-])c1 (stereo unspecified),/,/,-0.7%,/,/,/,/,i,0.3,/,/,-1,792,i,60,/,/,/
CC(=O)c1ccc(NC(=S)N2CCN(CCN3C(=O)c4cccc5cccc(c45)C3=O)CC2)cc1,i,1,0.2%,-5,2,3.0,1061,i,0.8,-0.02,1455,3,610,i,10,2.6,5.2,6.8
Cc1cc(C)c2nc(NNC(=O)c3ccc(S(=O)(=O)N4CCCC(C)C4)cc3)sc2c1 (stereo unspecified),i,-1,/,4,-6,0.5,347,?,/,-3,637,0,652,i,42,9.1,8.8,22
O=C(Nc1ccccc1)c1oc2ccccc2c1NC(=O)C1CC1,/,/,-0.5%,/,/,/,/,i,1.1,/,/,12,836,i,74,/,/,/
Cc1sc2ncnc(NCCN3CCOCC3)c2c1C,i,23,-1.4%,-8,7,0.5,1152,i,0.9,-1.5,813,4,799,i,49,3.5,2.4,3.8
N#Cc1c(NC(=O)C2CC(c3ccccc3Cl)=NO2)sc2c1CCC2 (stereo unspecified),i,23,-0.8%,10,19,-1.3,1293,i,6.3,-0.18,1559,/,/,i,25,4.0,2.7,7.6
Cc1cc(C)nc(N2CCC(C(=O)NCCc3ccccc3)CC2)n1,i,-8,-0.9%,-13,1,0.1,1003,i,2.9,-0.98,1834,2,736,i,52,14,15,98
O=C(C1=C[C@H](c2ccc(Br)cc2)C[C@H](OCCCCO)O1)N1CCN(Cc2ccccc2)CC1,i,4,-0.2%,-6,-7,-2.3,1207,i,1.6,-0.42,1454,9,724,/,/,4.9,1.5,7.4
CCc1ccc(CNC(=O)C2CCN(S(=O)(=O)N3CCC4(CC3)OCCO4)CC2)cc1,i,1,-0.2%,-5,18,/,/,i,0.1,0.34,1309,-10,707,i,16,2.0,1.8,6.5
O=C(NC(=S)NCC1CCCO1)c1ccccc1 (stereo unspecified),i,0,0.0%,-3,14,-1.3,1082,i,0.0,0.35,1277,-8,421,i,43,2.1,3.6,4.1
COc1cccc2cc(NC(=O)C3CCCCC3)c(=O)oc12,i,-11,0.4%,-8,2,-0.4,1399,i,6.1,-0.16,1530,/,/,i,7,5.3,3.8,7.5
Cc1nn(CC(=O)O)c(C)c1C,i,-5,0.9%,-3,-1,-2.1,1126,i,0.8,/,/,/,/,i,43,1.5,1.9,4.9
O=C(O)CCCn1cc(NC(=O)COc2cc(F)ccc2[N+](=O)[O-])cn1,i,14,0.4%,-3,5,-2.7,1073,i,0.4,-0.18,1331,2,671,i,50,5.2,1.6,7.0
CC1(c2ccccc2)NC(=O)N(CC(=O)NC(=O)NCc2ccco2)C1=O (stereo unspecified),i,4,0.7%,-17,-62,2.6,1370,i,0.9,0.04,1551,/,/,i,26,2.9,2.3,6.6

# Additional records:
SMILES,Autophagy HCS,Autophagy HCS cell loss 18 h,West Nile antiviral,WT yeast gro inh,WT yeast gro inh mutant strain,bCat nuc transl,bCat nuc transl cell count 5 µM,Myeloid diff MLP,Myeloid diff MLP GFP+ MAC1+ %,Ins promoter up,Ins promoter up cell count,Hep lipid drop,Hep lipid drop cells 6.5 µM,T cell modulator,T cell modulator vesicle-bound %,MT stabilize HCS,MT stabilize HCS Hoechst-high %,MT stabilize HCS cytotoxicity %
Cc1nc2cc(NC(=O)Nc3cccc(F)c3)ccc2n1C,/,/,0.6%,/,/,-0.9,1330,i,0.6,-0.3,982,-8,638,i,29,/,/,/
COc1ccc(-c2ccc(NS(=O)(=O)c3ccc([N+](=O)[O-])cc3)cc2)nn1,/,/,-0.3%,/,/,/,/,i,0.5,/,/,2,684,i,29,/,/,/
COc1cccc(N2C(=O)Nc3ccc(Br)cc3C2(O)C(=O)NCCN(C)C)c1 (stereo unspecified),/,/,-0.3%,/,/,/,/,i,0.0,/,/,-3,838,i,16,/,/,/
CC(C)(O)C#Cc1ccc(C(=O)NC(CCCNC(N)=O)C(=O)O)s1 (stereo unspecified),i,-7,0.7%,-6,7,-2.9,983,i,0.0,-0.24,1587,8,627,i,37,2.6,2.7,5.5
Cc1cccc(C)c1NC(=S)N(C)CCc1ccccn1,i,2,-0.1%,9,4,-1.7,1140,i,1.8,0.06,1422,-9,628,i,53,3.6,2.6,7.2
CCOc1ccc(NC(=O)c2cc3n(n2)C(C(F)(F)F)CC(c2ccco2)N3)cc1 (stereo unspecified),i,-12,-0.2%,5,6,-1.9,992,i,0.4,-0.86,1461,/,/,i,12,2.1,1.8,6.6
CC(=O)c1cccc(NS(=O)(=O)c2ccc3c(c2)oc(=O)n3C)c1,i,1,-0.1%,11,21,-0.5,1061,i,1.9,1.6,1150,-8,626,i,42,2.8,0.8,8.4
CC(=O)N1CCCN(Cc2cn(-c3cc(C)ccc3C)nc2-c2ccccc2)CC1,i,-18,-1.4%,1,5,0.9,991,i,0.5,0.48,1460,-9,757,i,60,2.0,0.8,5.9
O=C(NNC(=O)C12CC3CC(CC(C3)C1)C2)[C@@H]1C[C@H]1c1ccccc1,i,1,-0.5%,-1,-3,-0.3,1090,i,0.4,-0.07,1284,4,785,i,6,2.9,2.2,6.0
CCn1c(SCC(=O)N2CCC(C)CC2)nc2c(c1=O)SC(C)C2 (stereo unspecified),/,/,-0.3%,/,/,/,/,i,1.2,/,/,-10,766,i,77,/,/,/
CCN1C(=O)c2cccc3c(NC(=O)c4ccccc4)ccc1c23,i,-1,0.6%,-10,-7,-1.5,1221,i,0.4,1.4,1249,0,703,i,30,3.2,3.0,4.4
CC1(C)CC(=O)C(C=NCCN2CCN(C(=O)CCl)CC2)=C(O)C1,/,/,-0.5%,/,/,0.0,1320,i,0.6,0.89,1025,-22,661,i,27,/,/,/
COc1ccc(CC2(C)OC(c3ccncc3)=NN2C(C)=O)cc1 (stereo unspecified),i,17,0.5%,-9,-9,-0.4,1089,i,0.8,-0.04,1295,4,682,i,38,2.9,2.4,6.5
COc1cccc(COc2ccc(N(C)S(=O)(=O)c3ccccc3)cc2)c1,/,/,-1.7%,/,/,/,/,i,0.4,/,/,-1,802,i,17,/,/,/

# From PubChem
